Screens as filed in PubChem BioAssay.
FLuc inh – inhibitors of firefly (Photinus pyralis) luciferase | P08659 | purified P. pyralis luciferase, luminescence, biochemical | Potency, µM (series often up to 115 µM), inactives show at the top dose activity change, negative = inhibition, most hits filed as inhibitors | 2.5% of 76,000 active | AID 1347043; further: potency means the concentration at half of the fitted maximal effect; nearly all actives have a fitted effect of over 65% in size
Target sequence (P08659 whole entry, looked up): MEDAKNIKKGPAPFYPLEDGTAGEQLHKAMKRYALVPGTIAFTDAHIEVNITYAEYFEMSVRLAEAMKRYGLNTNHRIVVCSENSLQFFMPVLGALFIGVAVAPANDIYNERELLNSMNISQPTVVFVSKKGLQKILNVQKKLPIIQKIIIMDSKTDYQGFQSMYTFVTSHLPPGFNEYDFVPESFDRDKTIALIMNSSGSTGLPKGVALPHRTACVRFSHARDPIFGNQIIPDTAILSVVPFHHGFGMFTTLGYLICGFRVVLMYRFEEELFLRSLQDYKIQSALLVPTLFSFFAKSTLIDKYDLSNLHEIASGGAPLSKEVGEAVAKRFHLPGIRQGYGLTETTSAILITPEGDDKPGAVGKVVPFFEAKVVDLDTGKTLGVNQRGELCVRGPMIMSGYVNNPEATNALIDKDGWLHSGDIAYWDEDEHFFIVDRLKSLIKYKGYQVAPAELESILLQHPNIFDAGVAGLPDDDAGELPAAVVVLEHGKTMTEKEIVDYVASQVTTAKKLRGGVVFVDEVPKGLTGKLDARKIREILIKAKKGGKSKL
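Inhibitors were tested against purified firefly luciferase in a biochemical, low-substrate format (both substrates at 10uM) and luminescence measured with a CCD imager.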
HEK293 viab – cell viability loss counter-screen; HEK-293-SNCA-luc viability, GF-AFC fluorescence, 24 h; Potency, µM (highest dose often 57.1 µM), for the others: top-dose activity change, negative = cytotoxicity, hits mostly cytotoxic; 0.12% of 150,000 active;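 further: potency means the concentration at half of the fitted maximal effect; 0% = DMSO-treated cells and -100% = medium-only wells without cells; nearly all actives have a fitted effect of over 30% in size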
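Cytotoxicity counterscreen: after 24 h compound treatment of genome-edited SNCA-luciferase HEK-293 cells, live-cell protease substrate GF-AFC read by fluorescence after 30 min; activity scaled between DMSO (0%) and medium-only (-100%), curves Hill-fitted.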
3T3 cytotox – kills NIH 3T3 cells; Potency, µM (doses to about 96.7 µM), without a hit: at the highest dose activity change, negative = cytotoxicity, usual class: inhibitors; 4.3% of 94,000 active; NIH 3T3 viability, CellTiter-Glo ATP luminescence, 48-72 h; AID 1345082; further: potency means the concentration at half of the fitted maximal effect; nearly all actives have a fitted effect of over 55% in size
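Cytotoxicity was measured by CellTiter-Glo ATP luminescence after 48 or 72 h compound exposure at 37 °C. Mouse NIH 3T3 fibroblasts were seeded at 400 cells/well and dosed by 23 nL pin transfer.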
IP6K1 inh – IP6K1 kinase inhibition; 0.81% of 140,000 active; IP6K1 kinase, ADP-Glo luminescence, 2 h; stronger effect = lower value; activity change, % (series mostly up to about 58 µM); Q92551; in the data active means activity change below about -25%
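ADP-Glo luminescence measures ADP made by human IP6K1 during a 2 h RT reaction with ATP/IP6 (mix at 1.3 mM/130 uM); top library doses 57.5 and 19.1 uM final.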
GPT2 inhibitor – GPT2 alanine aminotransferase inhibition; 0.25% of 100,000 active; Recombinant GPT2, coupled pyruvate oxidase/HRP Amplex Red fluorescence; Potency, µM (highest dose often 57.7 µM), for the others: at the highest dose activity change, negative = inhibition, hits mostly inhibitors; Q8TD30; further: potency means the concentration at half of the fitted maximal effect; nearly all actives have a fitted effect of over 60% in size; many of its hits are not listed in these tables
Target sequence (Q8TD30 whole entry, looked up): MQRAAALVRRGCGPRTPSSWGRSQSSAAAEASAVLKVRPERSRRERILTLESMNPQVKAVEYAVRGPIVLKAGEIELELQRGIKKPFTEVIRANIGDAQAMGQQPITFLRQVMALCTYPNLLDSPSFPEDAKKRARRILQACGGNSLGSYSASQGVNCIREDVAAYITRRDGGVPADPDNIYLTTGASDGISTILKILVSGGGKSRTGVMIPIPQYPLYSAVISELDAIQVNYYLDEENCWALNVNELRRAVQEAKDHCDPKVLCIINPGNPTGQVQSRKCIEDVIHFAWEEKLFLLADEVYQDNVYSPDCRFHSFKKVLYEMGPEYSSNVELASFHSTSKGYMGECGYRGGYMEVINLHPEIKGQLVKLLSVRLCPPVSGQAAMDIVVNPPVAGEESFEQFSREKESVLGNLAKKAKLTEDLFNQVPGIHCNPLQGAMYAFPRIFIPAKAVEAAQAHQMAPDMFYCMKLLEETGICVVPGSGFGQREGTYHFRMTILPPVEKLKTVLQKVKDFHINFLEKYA
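Recombinant GPT2 (10ng/uL) with 250uM a-KG and 2mM L-alanine, 30 min at room temperature, in HEPES pH 7.5 buffer. Pyruvate detected by pyruvate oxidase/HRP/Amplex Red fluorescence after 30 min in the dark; AOA (50uM) as positive control.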
SNCA expr inh – inhibitors of alpha-synuclein (SNCA) gene expression; HEK-293 SNCA-luciferase knock-in, luminescence, 24 h; Potency, µM (highest dose often 57.2 µM), inactives show top-dose activity change, negative = inhibition, usual class: inhibitors; 0.17% of 140,000 active; AID 1671194;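 further: potency means the concentration at half of the fitted maximal effect; plate controls were DMSO cells for no effect and cell-free wells for full effect; nearly all actives have a fitted effect of over 45% in size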
HEK293 tox – kills HEK 293 cells | HEK 293 viability, ATP luminescence (CellTiter-Glo), 48-72 h | Potency, µM (top dose mostly 115 µM), for inactives: at the top dose activity change, negative = cytotoxicity, most hits filed as inhibitors | 6.6% of 94,000 active | AID 1345083; further: potency means the concentration at half of the fitted maximal effect; nearly all actives have a fitted effect of over 60% in size
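Luminescence from cellular ATP, measured with CellTiter-Glo, indicates HEK 293 viability. Cells plated at 250 cells/well are treated with compound for 48 or 72 hr at 37 degree Celsius before reagent addition.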
* marks the source's active call; other numbers are inactive results; [ ] = dose if it differs, or a comment. Unless noted, the call rests on the fitted dose curve; in most records, active means well fitted curve in the direction sought with a large enough effect; inconclusive means small, poorly fitted or top-dose-only effect, or another doubt; inactive means no such curve, though single readings can be large; an effect the other way counts as inactive or inconclusive. Unless noted, on the % scale 0 is the no-effect control and ±100 the full control effect. A portion of the library; the hit share may differ from the screen's.

For COc1cc(/C=C(\C#N)c2nc3ccccc3[nH]2)cc(Cl)c1OCc1ccccc1Cl the results were HEK293 viab 2%, IP6K1 inh -6 and SNCA expr inh 35%.
For CCc1cccc(NC(=O)c2cc3c(s2)-c2ccccc2OC3)c1 the results were HEK293 viab 16%, IP6K1 inh -24 and SNCA expr inh 96%[activator].
`O=C(NCC1CC1)C1(F)CCN(S(=O)(=O)c2cccs2)CC1` gave HEK293 viab -1%, 3T3 cytotox -16%, IP6K1 inh 18, GPT2 inhibitor inactive, SNCA expr inh -16% and HEK293 tox 5%.
For Cc1cc2c(cc1C)NC(CC(=O)Nc1ccccc1SC(F)(F)F)C(=O)N2 (stereo not drawn) the results were HEK293 viab -2%, IP6K1 inh 2 and SNCA expr inh 25%.
`Cc1nc(-c2cccc(S(=O)(=O)N3CCC(C(=O)NCc4ccccc4Cl)CC3)c2)no1` gave HEK293 viab -1%, IP6K1 inh 21 and SNCA expr inh 17%.
Screening COc1ccc(C(=O)Nc2nc3c(s2)CCCC3)cc1Cl returned HEK293 viab -13%, IP6K1 inh 7 and SNCA expr inh 6%.
For O=C1c2cc(N3CCOCC3)nc(-c3cccnc3)c2CN1C1COC1 the results were FLuc inh -12%[172 µM], HEK293 viab 9%[87.6 µM], 3T3 cytotox 8.9µM*, IP6K1 inh 11, GPT2 inhibitor -21%[88.5 µM], SNCA expr inh -1%[87.6 µM] and HEK293 tox inconclusive.
`CC(=O)N1CC(N(Cc2ccccc2)C2CCOCC2)C1` gave FLuc inh 6%, HEK293 viab -9%, 3T3 cytotox -1%, IP6K1 inh 7, GPT2 inhibitor inactive, SNCA expr inh -22% and HEK293 tox -17%.
COc1cc(CNC(=O)c2cnc3c(c2)N(C(=O)Cc2ccccc2OC)CCC3)cc(OC)c1 was read as FLuc inh 10%, HEK293 viab -7%, 3T3 cytotox -28%, IP6K1 inh 8, GPT2 inhibitor -4%, SNCA expr inh -10% and HEK293 tox inconclusive.
For Cc1ccccc1CN1Cc2nc(-c3ccc4c(c3)OCO4)ccc2OCC1=O the results were FLuc inh 9%[172 µM], HEK293 viab inconclusive, 3T3 cytotox inconclusive, IP6K1 inh -16, GPT2 inhibitor -3%[88.5 µM], SNCA expr inh 1%[87.6 µM] and HEK293 tox 35µM*.
`Cc1ccc(-c2cc(C(=O)N3CCN(Cc4ccccc4)CC3)c3cnn(C)c3n2)cc1` gave HEK293 viab -1%, 3T3 cytotox inconclusive, IP6K1 inh -11, GPT2 inhibitor inactive, SNCA expr inh -4% and HEK293 tox inconclusive.
`COc1ccc(C(=O)Nc2ccc(-c3nc4ccccc4s3)cc2C)cc1Cl` gave HEK293 viab -7%, IP6K1 inh -8 and SNCA expr inh 57%[activator].
`COc1ccc(-c2ccc(C(=O)N3CCN([S+](=O)([O-])c4ccccc4)CC3)cc2)nn1` gave 3T3 cytotox -23%, IP6K1 inh -1 and HEK293 tox inconclusive.
`COc1ccc(OC)c(CN2CCC3(CC2)OC(=O)N(Cc2cccnc2)C3(C)c2ccccc2)c1` (stereo not drawn) gave FLuc inh 3%, HEK293 viab -3%, 3T3 cytotox inconclusive, IP6K1 inh -14, GPT2 inhibitor -10%, SNCA expr inh 8% and HEK293 tox inconclusive.
`COc1ccc(CNC(=O)C(Cc2ccccc2)NS(=O)(=O)c2ccc3c(c2)CCN3C(C)=O)cc1` (stereo not drawn) gave HEK293 viab -2%, IP6K1 inh -1 and SNCA expr inh -20%.
For COCCn1c2c(c(=O)n1-c1ccccc1)CCN(Cc1ccncc1Cl)C2 the results were FLuc inh -2%[172 µM], HEK293 viab -6%[87.6 µM], 3T3 cytotox inconclusive, IP6K1 inh 21, GPT2 inhibitor -13%[88.5 µM], SNCA expr inh -26%[87.6 µM] and HEK293 tox 1%[172 µM].
`COCC(=O)N1CCC[C@@H]1C(=O)N1CCCC(c2nc3ccncc3[nH]2)C1` (stereo partly drawn) gave HEK293 viab -2%, 3T3 cytotox 1%, IP6K1 inh -2, GPT2 inhibitor inactive, SNCA expr inh -18% and HEK293 tox 1%.
CC1=Nc2cc(C(=O)NC(C)c3ccc4c(c3)OCCO4)ccc2Sc2ccc(Cl)cc21 (stereo not drawn) was read as FLuc inh 10%, HEK293 viab 7%, 3T3 cytotox -12%, IP6K1 inh 0, GPT2 inhibitor inactive, SNCA expr inh -24% and HEK293 tox inconclusive.
Cc1ccc([S+](=O)([O-])N2CCN(C(=O)c3nc4cccnc4n(CCc4ccccc4)c3=O)CC2)cc1 was read as HEK293 viab 6%, 3T3 cytotox -22%, IP6K1 inh 4, GPT2 inhibitor -9%, SNCA expr inh -19% and HEK293 tox inconclusive.
`COc1ccc(F)cc1-c1cccc(C(=O)NCC(=O)NCCc2ccc(F)cc2)c1` gave 3T3 cytotox inconclusive, IP6K1 inh 12 and HEK293 tox inconclusive.

4 entries out of the list, arranged by heavy-atom count, smallest number first.
`COc1ccc(F)cc1-c1cccc(C(=O)NCC(=O)NCCc2ccc(F)cc2)c1` gave 3T3 cytotox inconclusive, IP6K1 inh 12 and HEK293 tox inconclusive.
`Cc1ccc(-c2cc(C(=O)N3CCN(Cc4ccccc4)CC3)c3cnn(C)c3n2)cc1` gave HEK293 viab -1%, 3T3 cytotox inconclusive, IP6K1 inh -11, GPT2 inhibitor inactive, SNCA expr inh -4% and HEK293 tox inconclusive.
`COc1ccc(OC)c(CN2CCC3(CC2)OC(=O)N(Cc2cccnc2)C3(C)c2ccccc2)c1` (stereo not drawn) gave FLuc inh 3%, HEK293 viab -3%, 3T3 cytotox inconclusive, IP6K1 inh -14, GPT2 inhibitor -10%, SNCA expr inh 8% and HEK293 tox inconclusive.
Cc1ccc([S+](=O)([O-])N2CCN(C(=O)c3nc4cccnc4n(CCc4ccccc4)c3=O)CC2)cc1 was read as HEK293 viab 6%, 3T3 cytotox -22%, IP6K1 inh 4, GPT2 inhibitor -9%, SNCA expr inh -19% and HEK293 tox inconclusive.

Other structures
For COc1ccccc1CNc1ccc(-c2nc(-c3cccc(C)c3)no2)cc1[N+](=O)[O-] the results were HEK293 viab 1%, IP6K1 inh 17 and SNCA expr inh 28%.
Screening O=C(CSc1ccc2ccccc2n1)Nc1nsc(-c2ccc(Cl)cc2)n1 returned HEK293 viab 11%, IP6K1 inh 31 and SNCA expr inh -5%.
`CCOc1ccc(NC(=O)C(CC)n2nc(-c3ccc(C)c(C)c3)ccc2=O)cc1` (stereo not drawn) gave HEK293 viab 3%, IP6K1 inh -6 and SNCA expr inh 27%.
For CN1CC(=O)N(C2CCC2)Cc2c1ncnc2N1CCC(Cc2ccccc2)CC1 the results were FLuc inh 12%, HEK293 viab -18%, 3T3 cytotox 45µM*, IP6K1 inh -2, GPT2 inhibitor inactive, SNCA expr inh -11% and HEK293 tox inconclusive.
`Cc1ccc(NS(=O)(=O)c2ccccc2)c(=O)n1CC(=O)NC1CCCC1` gave FLuc inh 0%, HEK293 viab -1%, 3T3 cytotox 1%, IP6K1 inh -5, GPT2 inhibitor inconclusive, SNCA expr inh 16% and HEK293 tox 12%.
COc1cccc(NC(=O)C2(Cc3ccccc3)CCCCC(=O)N2)c1 (stereo not drawn) was read as FLuc inh -4%, HEK293 viab -26%, 3T3 cytotox inactive, IP6K1 inh 12, GPT2 inhibitor 1%, SNCA expr inh -6% and HEK293 tox inconclusive.
For Cc1cccc(C(=O)N2CCc3cc(CNS(=O)(=O)c4ccc(F)c(Cl)c4)ccc32)c1 the results were HEK293 viab 2%, IP6K1 inh 12 and SNCA expr inh 21%.
For CCn1nc(C)c(CCN(C)C(=O)C2CCN(c3cnn(Cc4ccccc4)c(=O)c3)C2)c1C (stereo not drawn) the results were HEK293 viab -2%, 3T3 cytotox -31%, IP6K1 inh -6, GPT2 inhibitor -7%, SNCA expr inh -2% and HEK293 tox inconclusive.
`CCn1ncc(CN2CCC(N3C(=O)C4(CCCC4)C3c3scnc3C)CC2)c1C` (stereo not drawn) gave FLuc inh 8%, HEK293 viab -4%[12.5 µM], 3T3 cytotox -1%, IP6K1 inh 9, GPT2 inhibitor inactive, SNCA expr inh 5% and HEK293 tox inactive.
Cc1ccc(C)n1-c1nnc(N2CCCC(C(=O)NCc3ccc(Cl)cc3)C2)s1 (stereo not drawn) was read as HEK293 viab -1%, IP6K1 inh -10 and SNCA expr inh 8%.
`CCOC(=O)C1(Cc2ccccc2F)CCCN(C(=O)CCc2c[nH]c3ccccc23)C1` (stereo not drawn) gave FLuc inh -3%, HEK293 viab inconclusive, 3T3 cytotox inconclusive, IP6K1 inh 17, GPT2 inhibitor -15%, SNCA expr inh inconclusive and HEK293 tox 35µM*.
For C1CCNC(CN2CCOCC2)CC1 (stereo not drawn) the results were FLuc inh 7%, HEK293 viab 9%, 3T3 cytotox 2%, IP6K1 inh -5, GPT2 inhibitor inactive, SNCA expr inh -3% and HEK293 tox inactive.
`CCOC(=O)CN(C(=O)CC1CCCC1)[C@H]1C[C@H]2CCOC[C@H]2C1` gave 3T3 cytotox inconclusive, IP6K1 inh -8 and HEK293 tox -4%.
CN(C(=O)c1cc2c(s1)-c1ccc(Cl)cc1SC2)c1cccc(C(F)(F)F)c1 was read as HEK293 viab 9%, IP6K1 inh 21 and SNCA expr inh inconclusive.
`O[C@@H]1C[C@@H](c2nc(Cc3ccccc3)no2)N(Cc2ccccc2)C1` gave FLuc inh 1%[172 µM], HEK293 viab -13%[87.6 µM], 3T3 cytotox -16%[174 µM], IP6K1 inh 12, GPT2 inhibitor 0%[88.5 µM], SNCA expr inh 28%[87.6 µM] and HEK293 tox inconclusive.
Screening CCC(Sc1nnc2c3ccccc3n(CC)c2n1)C(=O)Nc1nnc(C(C)C)s1 (stereo not drawn) returned HEK293 viab 11%, IP6K1 inh 15 and SNCA expr inh 39%[activator].
`COc1ccc(C(=O)Nc2ccc3oc(-c4ccc5ccccc5c4)nc3c2)cc1Br` gave HEK293 viab -7%, IP6K1 inh 36 and SNCA expr inh 83%[activator].
Cc1ccc(-c2nc(CS(=O)CC(=O)O)c(C)o2)cc1 (stereo not drawn) was read as HEK293 viab 3%, IP6K1 inh -12 and SNCA expr inh 9%.
O=C(NCCc1csc(-c2cccnc2)n1)C1CC2(CCNCC2)CN1 (stereo not drawn) was read as FLuc inh -14%, HEK293 viab 2%, 3T3 cytotox 2%, IP6K1 inh 11, GPT2 inhibitor inactive, SNCA expr inh 22% and HEK293 tox inactive.
For O=C(C[C@@H]1C[C@@H]2C=C[C@H]1C2)NCc1cccnc1-n1cnc2ccccc21 the results were FLuc inh 1%, HEK293 viab -3%, 3T3 cytotox -20%, IP6K1 inh 9, GPT2 inhibitor inconclusive, SNCA expr inh -6% and HEK293 tox -22%.

For convenience, part of the list above.
Screening CCC(Sc1nnc2c3ccccc3n(CC)c2n1)C(=O)Nc1nnc(C(C)C)s1 (stereo not drawn) returned HEK293 viab 11%, IP6K1 inh 15 and SNCA expr inh 39%[activator].
`COc1ccc(C(=O)Nc2ccc3oc(-c4ccc5ccccc5c4)nc3c2)cc1Br` gave HEK293 viab -7%, IP6K1 inh 36 and SNCA expr inh 83%[activator].
